High-throughput results deposited in PubChem by PCMD.
FXIa inh – blocks human coagulation factor XIa activity; P03951; purified human FXIa, fluorogenic AMC substrate cleavage; inhibition, % at 10 µM; actives 0.3% (n = 33,000); AID 687;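 active = inhibition above 40% in the primary screen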;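 note: 0% = enzyme without compound and 100% = blank wells lacking enzyme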
FXIIa single – inhibitors of human coagulation factor XIIa; actives 0.2% (n = 33,000); purified human FXIIa, AMC substrate fluorescence, 2 h; inhibition, % at 10 µM; in the data active = inhibition above about 30%;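 note: 0% = enzyme with vehicle only and 100% = no enzyme blank; many of its hits are not listed in these tables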
Target sequence (P00748 20-372 limits assumed): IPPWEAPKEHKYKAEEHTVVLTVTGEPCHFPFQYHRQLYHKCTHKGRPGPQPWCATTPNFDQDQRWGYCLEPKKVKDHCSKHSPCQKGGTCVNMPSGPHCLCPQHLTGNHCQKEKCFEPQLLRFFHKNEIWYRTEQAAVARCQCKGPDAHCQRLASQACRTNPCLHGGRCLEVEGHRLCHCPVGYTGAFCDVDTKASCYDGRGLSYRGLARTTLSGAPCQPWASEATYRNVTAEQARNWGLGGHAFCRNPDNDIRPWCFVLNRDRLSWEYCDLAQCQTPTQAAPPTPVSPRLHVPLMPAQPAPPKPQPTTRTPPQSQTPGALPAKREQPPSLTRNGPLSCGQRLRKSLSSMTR
Target sequence (P00748 373-615 limits assumed): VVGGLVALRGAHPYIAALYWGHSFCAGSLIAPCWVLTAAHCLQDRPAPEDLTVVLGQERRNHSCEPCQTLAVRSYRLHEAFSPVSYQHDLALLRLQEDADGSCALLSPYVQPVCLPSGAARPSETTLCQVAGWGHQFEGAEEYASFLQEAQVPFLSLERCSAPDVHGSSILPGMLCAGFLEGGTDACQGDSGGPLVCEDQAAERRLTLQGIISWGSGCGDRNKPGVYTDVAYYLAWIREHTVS
* = called active by the depositor. An excerpt (hit frequency here may not be typical).

1. O=C(Nc1ccc(F)c(F)c1)c1cc(S(=O)(=O)N2CCN(c3ccccn3)CC2)ccc1F
2. O=C(Nc1cccnc1)c1ccc2c(c1)C(=O)N(Cc1cccnc1)C2=O
3. C/C(=N\Oc1cccc(F)n1)c1ccc(Cl)cc1Cl
4. CCCc1nccn1S(=O)(=O)c1cc(OC)ccc1OC
5. CC(C)NC(=O)c1ccc(-c2cccc(C(F)(F)F)c2)o1
6. Cc1cc(C)c2c(C)c(C(=O)NCc3ccncc3)oc2c1
7. CC1=CC(C)(C)N(S(=O)(=O)c2ccc(C)cc2)c2cc(C)ccc21
8. CC(C)(C)C(=O)CSc1nccc(=O)[nH]1

assay / entry | 1 | 2 | 3 | 4 | 5 | 6 | 7 | 8
FXIa inh | 0 | -4 | -13 | 0 | -2 | 0 | -2 | -1
FXIIa single | 14 | 5 | -9 | -7 | 7 | 3 | 13 | -2

9. CC(=O)Nc1nc2c(c3c1c(=O)oc1ccccc13)CCCCC2
10. O=C1c2cccnc2C(=O)N1Cc1ccc(Cl)cc1
11. Cc1ccc(Cn2ncc3c(N4CCCC4)ncnc32)cc1
12. COc1ccc(CCNC(=O)CSc2nnc(-c3cccc(F)c3)o2)cc1OC
13. COc1ccc(/C=N/NC(=O)CCc2c(C)n[nH]c2C)cc1O
14. CCSc1nc2ccccc2n1CC(N)=O
15. Cc1occc1C(=O)NCc1ccccc1
16. N#CCc1c(C#N)c(N)nc(N2CCN(c3ccc(F)cc3)CC2)c1C#N

assay / entry | 9 | 10 | 11 | 12 | 13 | 14 | 15 | 16
FXIa inh | 4 | 27 | 1 | -1 | -2 | 0 | -1 | 10
FXIIa single | 6 | -13 | 4 | -12 | 1 | 6 | 6 | 4

17. CCOC(=O)c1c(C)[nH]c(C(=O)CSc2nnc(C3CC3)n2N)c1C
18. S=C(NCCN1CCOCC1)N/N=C/c1c2ccccc2cc2ccccc12
19. CC1(C)Cc2cccc(OCC(=O)Nc3cccnc3Cl)c2O1
20. Cn1c(=O)n(-c2cccc(Cl)c2)c(=O)c2c3c(sc21)COC(C)(C)C3
21. Cc1csc(SCC(=O)NC2CCCCC2)n1
22. O=C(CNS(=O)(=O)c1ccccc1)Nc1ccc(C(F)(F)F)cc1
23. CCN(CC)S(=O)(=O)c1ccc(C(=O)OCCNC(=O)c2cccnc2)cc1
24. Cn1nc([N+](=O)[O-])nc1Oc1ccc2ccccc2c1

assay / entry | 17 | 18 | 19 | 20 | 21 | 22 | 23 | 24
FXIa inh | 18 | 15 | -2 | -8 | 1 | -5 | 5 | -4
FXIIa single | -16 | -8 | 9 | 6 | 4 | -1 | 5 | 7

25. COC(=O)C(NC(C)=O)(Nc1nc2ccc(C)cc2s1)C(F)(F)F (stereo unspecified)
26. O=C(NCc1ccco1)Oc1ccccc1
27. CC1Cc2cc(/C(O)=C3/C(=O)C(=O)N(CC4CCCO4)C3c3ccco3)ccc2O1 (stereo unspecified)
28. Cc1cccc(NS(=O)(=O)c2cnc[nH]2)c1
29. O=c1c2cc(Br)ccc2nc2n1CCCCC2
30. CCNC(=O)NC(=O)C(C)SCc1ccccc1C (stereo unspecified)
31. O=C(N1CCOCC1)C12CCC3CC(CC(C3)C1)C2
32. COc1cc(NS(=O)(=O)c2ccc(NC(=O)C3CCCO3)cc2)nc(OC)n1 (stereo unspecified)

assay / entry | 25 | 26 | 27 | 28 | 29 | 30 | 31 | 32
FXIa inh | -9 | 1 | 0 | -2 | -11 | 0 | -4 | -6
FXIIa single | 10 | 3 | 7 | -3 | 7 | -1 | 4 | 9

33. c1nnc(NC2=NCCC2)s1
34. O=C(NCCN1CCCCC1)c1ccc(=O)oc1
35. O=C1CCCC2=C1C(c1cccs1)n1nc(SCc3ccccc3)nc1N2 (stereo unspecified)
36. Cc1cc(CN2CCOCC2)c(O)c(C2(C)CCCCC2)c1
37. Cc1ccc(-c2nn(-c3ccccc3)cc2CO)o1
38. O=C(c1cccc(Br)c1)N1CCN(C(=O)N2CCOCC2)CC1
39. CCCc1cc(=O)[nH]c(SCC(=O)c2cc(C)n(C)c2C)n1
40. C=CCn1c(SCC(=O)NC2CCS(=O)(=O)C2)nc2sc(CC)cc2c1=O (stereo unspecified)

assay / entry | 33 | 34 | 35 | 36 | 37 | 38 | 39 | 40
FXIa inh | -11 | -2 | -4 | -1 | 6 | -7 | -9 | 6
FXIIa single | 7 | 14 | 7 | 4 | 3 | 6 | 0 | 6

41. COc1cc(/C=N/n2c(C)nnc2C)cc(OC)c1OC
42. Cc1c(Cl)cnc(NC(=O)CSc2nnc(C)n2Cc2ccccc2)c1Cl
43. CC(C)CNC(=O)c1c(N)n(/N=C/c2ccccn2)c2nc3ccccc3nc12
44. COCCNC(=O)C(c1ccccc1C)N(C(=O)Cn1nnc2ccccc21)c1cccnc1 (stereo unspecified)
45. COC(=O)c1cc(=O)n(CCc2ccc(OC)cc2)c(=Nc2ccc(F)c(Cl)c2)s1
46. CCOCCn1c(CN2CCN(c3ccc(OC)cc3)CC2)nc2c1c(=O)n(C)c(=O)n2C
47. O=C1C2C3c4ccccc4C(c4ccccc43)[C@@H]2c2nc3ccccc3n21 (stereo partly specified)
48. CC(C)c1nnc(NC(=O)CCCCCN2C(=O)C3C4C=CC(C4)C3C2=O)s1 (stereo unspecified)

assay / entry | 41 | 42 | 43 | 44 | 45 | 46 | 47 | 48
FXIa inh | 1 | 8 | 7 | -1 | 3 | -1 | -7 | 2
FXIIa single | -1 | 3 | 9 | -12 | 5 | 5 | 1 | 5

49. CCOC(=O)c1sc(NC(=O)c2c(C)noc2C)c(C(=O)OCC)c1C
50. CCOC(=O)CC1C(=O)NCCN1C(=O)NC1CCCCC1 (stereo unspecified)
51. O=C1NC(=O)c2c(NC(=O)C3CCCO3)cccc21 (stereo unspecified)
52. Cc1cc(C)c2nc(-c3ccccn3)cc(C(=O)Nc3cc(C)on3)c2c1
53. O=C(NCc1cccs1)c1cc(C2CC2)on1
54. CCOC(=O)CC1NC(=O)c2ccccc21 (stereo unspecified)
55. O=C(CSc1ccc2c(c1)OCCO2)Nc1ccc(Br)cc1
56. O=C(Nc1ccc(Cl)cn1)C1CCCN1S(=O)(=O)c1ccccc1 (stereo unspecified)

assay / entry | 49 | 50 | 51 | 52 | 53 | 54 | 55 | 56
FXIa inh | -2 | 3 | 5 | 2 | -2 | -2 | 4 | -1
FXIIa single | 9 | 6 | 4 | 2 | 3 | 2 | 1 | 2

57. CCSc1nc(-c2ccc(OC)cc2)cc(-c2ccccc2)c1C#N
58. Cc1ccc(C(=O)Nc2cnc3sc(C)nn3c2=O)cc1
59. CCOC(=O)C(C)Oc1ccc(C2NC(=O)NC(C)=C2C(=O)Nc2ccccc2C)cc1 (stereo unspecified)
60. Oc1ccc(CN2CCN(c3ccccc3)CC2)c2cccnc12
61. COC(=O)C1=C(C)OC(N)=C(C#N)C1c1c(C)nn(-c2ccccc2)c1Cl (stereo unspecified)
62. O=C(Nn1cnnc1)C1CCCN1S(=O)(=O)c1ccc(F)cc1 (stereo unspecified)
63. CC1CCCCN1Cc1nc2ccccc2c(=O)[nH]1 (stereo unspecified)
64. Cc1cc(C(=O)Nc2sc3c(c2C#N)CCC(C(C)(C)C)C3)no1 (stereo unspecified)

assay / entry | 57 | 58 | 59 | 60 | 61 | 62 | 63 | 64
FXIa inh | -5 | 0 | 2 | 6 | 5 | -9 | -7 | 1
FXIIa single | -4 | 6 | -9 | 6 | 20 | 0 | 5 | 7

65. COC(=O)c1cn(-c2ccccc2)c(C)c1C(=O)OC
66. CCOC(=O)CCSc1nc(C)c2cc(C)ccc2n1
67. CCOC(=O)c1cccnc1SCC(=O)NCc1ccccc1
68. FC(F)(F)C1=CC(c2ccccc2)=NCCN1
69. CCS(=O)(=O)c1ccc2oc(SCC(=O)N3c4ccccc4CC3C)nc2c1 (stereo unspecified)
70. O=c1c2c(C(F)(F)F)cc(C(F)(F)F)nc2[nH]n1-c1ccccc1
71. CCOc1ccc(/C=C2/SC(=S)N(n3c(C)ccc3C)C2=O)cc1
72. COc1c(Cl)cc(C(=O)Nc2ccc(Cl)cn2)cc1Cl

assay / entry | 65 | 66 | 67 | 68 | 69 | 70 | 71 | 72
FXIa inh | -7 | -3 | -6 | 0 | 7 | 3 | -7 | -2
FXIIa single | 1 | 6 | -3 | 1 | 12 | 23 | 10 | 2

3 consecutive compounds already listed:
66. CCOC(=O)CCSc1nc(C)c2cc(C)ccc2n1
67. CCOC(=O)c1cccnc1SCC(=O)NCc1ccccc1
68. FC(F)(F)C1=CC(c2ccccc2)=NCCN1

assay / entry | 66 | 67 | 68
FXIa inh | -3 | -6 | 0
FXIIa single | 6 | -3 | 1

Going on with the list:
73. Cc1cc(OC2CCCCC2)nc(-c2ccccc2O)n1
74. Cc1cccc(-c2noc(CCC(=O)NCC3CCCO3)n2)c1 (stereo unspecified)
75. O=C(CSc1nc2cc3ccccc3cc2[nH]1)Nc1ccc(F)cc1
76. CCOC(=O)N1CCN(C(=O)CSCC(=O)Nc2nc(-c3ccccc3)cs2)CC1
77. Cc1ccc(C)n1NC(=O)c1ccc(O)cc1
78. CC(C)N(C(=O)c1ccccc1-c1ccccc1)C(C)C
79. O=C(NCc1cccnc1)C1CCN(C(=O)c2ccc(Cl)cc2Cl)CC1
80. COc1ccc(COC(=O)Nc2cc3c(C(F)(F)F)nn(C)c3s2)cc1

assay / entry | 73 | 74 | 75 | 76 | 77 | 78 | 79 | 80
FXIa inh | -1 | 21 | -1 | 3 | 0 | 12 | 4 | 4
FXIIa single | 7 | -10 | 3 | 7 | 3 | 11 | 2 | -1

In another format: results already given
37. Cc1ccc(-c2nn(-c3ccccc3)cc2CO)o1
  FXIa inh = 6	FXIIa single = 3

38. O=C(c1cccc(Br)c1)N1CCN(C(=O)N2CCOCC2)CC1
  FXIa inh = -7	FXIIa single = 6

39. CCCc1cc(=O)[nH]c(SCC(=O)c2cc(C)n(C)c2C)n1
  FXIa inh = -9	FXIIa single = 0

40. C=CCn1c(SCC(=O)NC2CCS(=O)(=O)C2)nc2sc(CC)cc2c1=O (stereo unspecified)
  FXIa inh = 6	FXIIa single = 6

Exported with bars between the fields: entries from further up.
No. | Structure | FXIa inh | FXIIa single
76 | CCOC(=O)N1CCN(C(=O)CSCC(=O)Nc2nc(-c3ccccc3)cs2)CC1 | 3 | 7
77 | Cc1ccc(C)n1NC(=O)c1ccc(O)cc1 | 0 | 3
78 | CC(C)N(C(=O)c1ccccc1-c1ccccc1)C(C)C | 12 | 11

(continued)
81. O=C(NC1CC1)C1CCN(Cc2cnn(-c3ccccc3)c2-n2cccc2)CC1
82. CCN(CC)CCNc1nc2cc(OC)c(OC)cc2c2nc(-c3ccccc3)nn12
83. CCOC(=O)C1CCCN(c2c(NCCN(CC)c3ccccc3)c(=O)c2=O)C1 (stereo unspecified)
84. COCCNC(=O)Nc1ccc2c(c1)N(C)C(=O)CS2
85. COC(=O)c1c(C(=O)OC)c2cc(C(=O)c3ccccc3)ccn2c1Cl
86. COc1ccccc1C(=O)Nc1ccc(C(=O)N2CCCC2)cc1
87. Cc1cc(C)n(C(=O)c2ccc(C)c(S(=O)(=O)N3CCCCC3)c2)n1
88. O=C(c1ccco1)N1CCN(C(=O)C2CCCN(S(=O)(=O)c3cccc4nsnc34)C2)CC1 (stereo unspecified)

assay / entry | 81 | 82 | 83 | 84 | 85 | 86 | 87 | 88
FXIa inh | -13 | 1 | 5 | 2 | 7 | 5 | 2 | -7
FXIIa single | 7 | 8 | 8 | 3 | -3 | 12 | 7 | 1
